Screening results as filed in PubChem.
MC4R antagonist: blocks human MC4R cAMP signaling. MC4R-expressing cells, MTII-stimulated cAMP, LANCE TR-FRET. AID 540295. P32245. 360,000 compounds, 0.48% hits. inhibition, % at 6.5 µM;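 active = inhibition above its plate's cutoff, the mean of tested wells on that plate plus 3 SD, cut at about 29% in these data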;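 also: 0% = Melanotan II alone and 100% = Melanotan II plus saturating MCL0020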
Target sequence (P32245 whole entry, looked up): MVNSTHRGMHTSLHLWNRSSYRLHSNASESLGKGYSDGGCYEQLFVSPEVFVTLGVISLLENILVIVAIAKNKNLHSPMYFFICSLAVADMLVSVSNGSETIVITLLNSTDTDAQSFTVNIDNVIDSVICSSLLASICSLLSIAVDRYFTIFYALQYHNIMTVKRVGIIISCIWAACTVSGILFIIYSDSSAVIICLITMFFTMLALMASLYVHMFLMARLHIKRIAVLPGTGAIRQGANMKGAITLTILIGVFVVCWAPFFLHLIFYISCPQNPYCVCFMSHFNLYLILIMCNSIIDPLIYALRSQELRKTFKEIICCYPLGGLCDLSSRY
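Assay system: U2OS-MC4R stable cell line; Also added: Melanotan II; Technique: Eu-cAMP/anti-cAMP TR-FRET, emission 671 nm; Times: 30-min compound, 1-h challenge, 1-h detection, room temperature.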
HTR2A ag: agonists of mouse serotonin 5-HT2A receptor (HTR2A) | P35363 | CHO-K1 mHTR2A beta-arrestin complementation, luminescence; percent of 30 µM serotonin response | activation, % at 7.6 µM | 360,000 compounds, 0.66% hits | AID 624169;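 active = activation above a run cutoff, the mean activation of all tested compounds plus 3 SD, cut at about 14% in these data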;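 also: 0% = plate median of compound wells and 100% = 30 µM serotonin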
Target sequence (P35363 whole entry, looked up): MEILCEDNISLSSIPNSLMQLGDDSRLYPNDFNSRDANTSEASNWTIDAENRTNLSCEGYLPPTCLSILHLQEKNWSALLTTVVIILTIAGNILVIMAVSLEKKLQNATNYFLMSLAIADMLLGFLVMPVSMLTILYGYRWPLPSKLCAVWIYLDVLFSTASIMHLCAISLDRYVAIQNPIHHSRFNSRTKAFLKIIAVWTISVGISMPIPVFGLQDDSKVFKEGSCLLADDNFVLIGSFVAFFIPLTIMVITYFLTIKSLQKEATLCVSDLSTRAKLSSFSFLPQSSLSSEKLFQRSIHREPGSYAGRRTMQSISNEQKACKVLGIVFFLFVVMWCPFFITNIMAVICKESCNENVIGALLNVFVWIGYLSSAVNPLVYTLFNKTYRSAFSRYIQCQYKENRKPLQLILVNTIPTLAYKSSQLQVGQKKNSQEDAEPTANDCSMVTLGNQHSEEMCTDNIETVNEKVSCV
N-glyco inh: N-linked glycosylation inhibition; reporter increase, % at 12.5 µM; 360,000 compounds, 0.23% hits; D54 ERlucT glycosylation luciferase reporter, 24 h; percent of 100 nM tunicamycin response; AID 588692;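 active = mean luciferase reporter signal, scaled so untreated is 0 and the glycosylation-blocking control 100, at or above a set limit in every replicate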;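 also: luciferase carries N-glycosylation sites so blocking glycosylation raises the light; 0% = median of neutral control wells and 100% = median of 100 nM tunicamycin wells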
ABCB6 inh MLPCN: inhibitors of human ABC transporter ABCB6; AID 602162; 360,000 compounds, 0.19% hits; fluorescence ratio to DMSO, % at 10 µM; K562-ABCB6 porphyrin accumulation, flow cytometry, 1 h; active compounds read low;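 active = fluorescence ratio to DMSO below 75%, the collection mean minus 3 SD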;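 also: signal is porphyrin accumulated inside mitochondria; 100% equals median channel fluorescence of DMSO control wells; lower ratio means ABCB6 inhibition with less porphyrin fluorescence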
MC4R ag barr: agonists of human melanocortin 4 receptor (MC4R) beta-arrestin. P32245. U2OS MC4R beta-arrestin complementation, luminescence; percent of melanotan II response, DMSO zero. activation, % at 8.9 µM. 360,000 compounds, 0.98% hits. AID 540308;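 active = activation above a per-plate cutoff, the mean activation of sample wells on that plate plus 3 SD, cut at about 8% in these data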
Cardio protect: modulators protecting cardiomyocytes from myocardial damage. H9c2 cardiomyocytes, H2O2 injury protection, ATPLite, 2 h. protection from H2O2 cell death, % at 20 µM. 360,000 compounds, 0.63% hits. AID 588492;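 active = compounds giving at least 50% protection of heart cells from peroxide-induced death in the single-dose screen, raw or plate-pattern-corrected value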;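 also: 0% = DMSO wells with peroxide and 100% = DMSO wells without peroxide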
ABHD5 PLIN5 PPI: inhibitors of human ABHD5-perilipin-5 interaction. Split G. princeps luciferase complementation, luminescence, 4 h. inhibition, % at 4 µM. 360,000 compounds, 0.78% hits. AID 602281;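 active = inhibition above the mean inhibition across every tested compound plus 3 SD, cut at about 22% in these data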;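 also: 0% = DMSO only wells and the 100% control is not disclosed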
hiPSC survival: hiPSC single-cell survival enhancement; ATPlite luminescence; 100% = ROCK inhibitor wells, 0% = DMSO; survival enhancement, % at 20 µM; 360,000 compounds, 0.044% hits; AID 602274; in the data active = survival enhancement above about 18%;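 also: cells exposed to compounds for 16 hours before the ATP read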
Granule exo inh: lytic granule exocytosis inhibition; TALL-104 LAMP-1 surface exposure, flow cytometry; cells stimulated with thapsigargin and PMA; inhibition, % at 10 µM; 360,000 compounds, 0.66% hits; AID 651702;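 active = inhibition above about 55%, limit read from the data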
aDG glyco act: alpha-DG glycosylation activation. 360,000 compounds, 0.22% hits. Pro5-aDG cells, alpha-DG glycosylation AlphaScreen (IIH6); 0% Pro5, 100% B10-LARGE cell signal. activation, % at 10 µM;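 active = activation of at least 8% versus controls, or a plate z-score of at least 8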;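 also: Pro5 are CHO cells carrying HIG-tagged alpha-DG that lacks glycosylation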
* = called active by the depositor; nt = no result given; & = joins results of further samples. This is a random part of the collection; 4.5% or so of the library scored in one or more.

SMILES	hiPSC survival	aDG glyco act	Cardio protect	HTR2A ag	ABCB6 inh MLPCN	Granule exo inh	ABHD5 PLIN5 PPI	MC4R antagonist	N-glyco inh	MC4R ag barr
COc1cccc(NC(=O)CN2C(=O)NC(C)(CC(C)C)C2=O)c1 (stereo unspecified)	1.5	-0.2	-0.6	0.7	93.0	0.9	1.9	4.9	2.2	-0.9
O=C(NCc1ccccc1Cl)c1ccc(S(=O)(=O)Nc2cccc(C(F)(F)F)c2)cc1	2.5	-0.1	-8.9	-3.0	95.0	0.8	-14.4	-3.8	-0.9	1.6
O=C(Nc1ccc(Br)cc1)C1Cc2ccccc2O/C1=N\O (stereo unspecified)	-0.6	0.3	-7.2	-6.3	98.0	10.6	-21.2	3.1	-2.2	-1.0
O=C(NCCCN1CCOCC1)c1ccc2nc(Cc3ccccc3F)oc2c1	0.0	0.2	-1.9	-2.3	98.0	5.3	5.3	1.1	-3.2	0.1
O=C(CN1C(=O)S/C(=C\c2cccc(Cl)c2)C1=O)NCCCn1ccnc1	-0.4	-0.5	9.2	5.5	105.0	-0.3	3.0	4.7	2.2	-2.3
O=C1CCC(C(=O)N2CCCCO2)CN1Cc1cccc(F)c1 (stereo unspecified)	-0.3	-0.1	0.1	0.7	98.0	2.1	3.2	1.6	1.0	-0.8
CCCCCCCCCC(=O)N/N=C/c1ccc(C)s1	-2.0	0.2	-21.7	5.5	105.0	-0.3	-1.4	2.7	0.4	2.9
OCC1OC(n2cnc3c(SCc4ccccc4)ncnc32)C(O)C1O (stereo unspecified)	0.8	0.3	-3.8	-3.4	95.0	6.8	4.3	0.5	113.2*	-2.7
CSc1cccc(NC(=O)CCn2c(=O)c3cccn3c3cccnc32)c1	0.8	-0.1	28.9	-1.3	97.0	33.1	0.1	5.1	-7.7	-1.6
O=C(Cc1ccc(Br)cc1)NC1CCN(Cc2ccccc2)CC1	-0.1	0.4	-0.4	-12.3	102.0	22.1	0.2	6.4	-9.8	1.1
Cn1cc(Br)c(C(=O)NN2C(=O)C3C(C2=O)C2C=CC3C23CC3)n1 (stereo unspecified)	1.8	-0.4	21.5	0.7	92.0	-1.4	-1.9	3.2	-2.2	-2.2
CC[n+]1c(/C=C/Nc2ccccc2)oc2ccc(OC)cc21	-0.8	0.7	-14.3	-3.6	396.0	-2.6	-3.3	9.1	0.4	-0.8
CCCc1cc(=O)oc2c3c(cc(OCC(=O)NCCN4CCOCC4)c12)OC(C)(C)CC3	-2.6	-0.1	-2.4	4.0	97.0	-5.0	-5.7	10.4	9.6	-0.1
Cc1cccc(C(=O)NCC(=O)NC(C)CCc2ccccc2)c1 (stereo unspecified)	0.0	-0.2	-0.2	-3.1	99.0	1.6	0.8	-3.8	2.2	-2.4
CCN(CC)c1ccc(NC(=O)COC(=O)/C=C/c2nc3ccccc3s2)cc1	-1.3	-0.1	2.3	3.1	99.0	-1.9	6.9	-3.0	-1.0	-0.5
CCOC(=O)c1ccccc1NC(=O)CSc1nc2ccncc2[nH]1	0.4	0.1	-1.2	7.9	99.0	1.8	5.8	-7.8	1.9	1.5
CN(C)C(=O)C(NC(=O)c1ccccc1)=C(Cl)Cl	-0.2	-0.2	9.6	-0.7	100.0	-0.6	5.7	-0.2	0.7	-1.3
O=C(Nc1cccc(C(F)(F)F)c1)Nn1cnnc1	-0.2	0.2	0.9	7.1	94.0	-0.3	-7.4	-2.5	2.0	1.6
CCN(CC(=O)NCc1ccc(F)cc1)S(=O)(=O)c1ccc(C)cc1	-0.8	0.1	-1.4	-1.4	91.0	5.8	-3.4	3.0	-0.1	-1.8
O=C(c1cc2ccccc2o1)N(Cc1ccco1)Cc1cccs1	-0.1	0.1	-0.8	-1.9	109.0	-1.0	-1.0	-5.6	-3.8	-0.8
CC1(C(=O)NCc2ccccc2)CCC(=O)N1CCCn1ccnc1 (stereo unspecified)	2.6	0.2	-0.6	0.6	98.0	-4.0	1.8	nt	1.5	nt
CC(=O)c1c(C)[nH]c(C2=NNC(=NCc3ccccc3)SC2)c1C	1.1	0.0	5.3	0.9	142.0	0.3	-7.2	-4.2	-2.1	0.3
CCOC(=O)C1=CNS(=O)(=O)NC1c1ccc(C[C@H](NC(=O)CNC(=O)CCc2ccccc2)C(N)=O)cc1 (stereo partly specified)	-0.6	-0.4	4.4	1.7	99.0	2.8	-1.7	6.9	2.9	0.1
Cc1c2c(=O)n(-c3nc4ccccc4s3)nc-2cc(O)n1Cc1ccccc1	-0.1	-0.1	17.5	-2.0	101.0	1.0	5.4	6.7	1.8	-0.4
CN(C)c1ccc(Nc2ccc([N+](=O)[O-])cn2)cc1	-0.4	-0.1	-2.8	-6.4	90.0	-2.2	5.5	-13.7	-1.9	-2.6
O=C(CN1CCN(C(=O)C2CCCO2)CC1)Nc1cc(Cl)ccc1Cl (stereo unspecified)	0.2	0.1	-0.9	-1.6	105.0	-6.5	-5.1	12.8	0.2	1.9
Fc1ccc(Nc2nc(Oc3ccc4c(c3)OCO4)nc(N3CCOCC3)n2)c(F)c1	-1.0	0.2	-4.3	-0.4	98.0	0.7	-0.8	-0.9	-1.0	-1.1
CC(=O)Nc1cnc(-c2ccc3c(c2)OCO3)cn1	1.0	0.0	-5.8	-3.4	104.0	-5.4	-5.9	-1.6	-1.3	-2.5
COc1ccc(C(=O)NNC(=O)c2cc(C)[nH]n2)cc1	5.0	-0.1	7.7	1.8	99.0	0.6	3.4	-2.2	0.9	-2.5
Cc1ccc(S(=O)(=O)Nc2c(C)nc3nc[nH]n3c2=O)c(C)c1	-0.3	-0.2	-4.5	-3.9	99.0	-6.8	-1.0	3.3	2.5	-2.2

SMILES	hiPSC survival	aDG glyco act	Cardio protect	HTR2A ag	ABCB6 inh MLPCN	Granule exo inh	ABHD5 PLIN5 PPI	MC4R antagonist	N-glyco inh	MC4R ag barr
COC(C(=O)NNS(=O)(=O)c1ccc([N+](=O)[O-])cc1)c1ccccc1 (stereo unspecified)	2.9	0.0	-0.8	7.3	86.0	-5.0	1.2	-0.3	-1.4	0.2
CCC(Cc1ccccc1)NC(=O)C1CCC(CNc2c(N3CCCC3)c(=O)c2=O)CC1 (stereo unspecified)	1.8	0.3	-0.3	5.2	96.0	11.2	-2.6	7.6	0.1	-1.5
COc1ccc(OC)c(C(=O)NC(CC(N)=O)c2ccc(NCCN3CCCCC3)c([N+](=O)[O-])c2)c1 (stereo unspecified)	4.5	-0.3	0.5	-2.1	102.0	-3.7	2.1	-2.6	4.7	0.5
COc1cc(/C=N/NC(=O)c2ccoc2C)ccc1OCCN1CCCCC1	-0.4	-0.1	16.9	-8.0	101.0	1.8	9.3	-1.6	2.4	-4.2
CCOC(=O)C1CCCN(Cc2ccc3c(c2)OCO3)C1 (stereo unspecified)	-1.2	0.3	-0.2	-1.5	102.0	-1.4	2.7	1.4	1.7	0.1
CCOc1ccc(-c2nnn(CC(=O)NCc3ccco3)n2)cc1	-1.7	0.0	0.6	-0.7	99.0	-2.0	-0.3	3.4	3.1	-1.1
CCCN(CCC)S(=O)(=O)c1ccc(C(=O)NCc2ccco2)cc1	-0.6	-0.1	1.2	1.2	89.0	0.7	9.6	3.1	0.1	-0.1
c1ccc(CN2CCN(c3ncnc4nc[nH]c34)CC2)cc1	-0.4	0.0	4.4	23.7*	101.0	13.9	1.4	-0.7	-3.2	-0.8
COc1ccc(C(=O)Nc2ccc(O)c3c(=O)cc(-c4cccc(Cl)c4)oc23)cc1	-1.0	2.5	10.7	2.0	100.0	14.4	-0.5	3.0	-4.3	1.9
Cn1c(=O)c2cc(NC(=O)OCCF)ccc2n1Cc1cccc(C(F)(F)F)c1	0.8	0.3	-4.0	-5.7	96.0	3.0	2.5	1.4	-2.1	-0.8
CCC(C)C(CO)NCCCn1cnc(C(=O)Nc2ccc(C)c(C)c2)n1 (stereo unspecified)	0.1	0.4	10.1	-6.5	101.0	-1.2	-5.1	9.3	-1.2	0.9
COCCNC(=O)/C(C#N)=C/c1ccc(OC(=O)c2cccs2)c(OC)c1	-0.4	0.0	7.0	-3.8	101.0	0.1	6.5	13.4	0.9	-1.9
CCc1cc(Cl)c(OC)c(C(=O)NC[C@@H]2CCCN2CC)c1O	-1.1&-3.3	-0.1&-0.1	11.6&1.1	-9.8&-8.0	102.0&99.0	6.5&4.6	7.7&14.6	11.2&11.7	-1.5&-1.8	2.2&1.3
O=C(Cc1ccc(Cl)cc1)Nc1ccncc1	-0.4	0.8	-10.0	3.1	95.0	-0.7	0.5	10.2	-1.7	0.0
O=C(CSc1nnc(C2COc3ccccc3O2)o1)N1CCOCC1 (stereo unspecified)	1.4	-0.2	6.5	-1.4	94.0	-0.2	-0.9	8.8	3.2	1.6
O=C(Cn1ncc(Cl)c(Cl)c1=O)NC(=O)NC1CCCCC1	-4.0	-0.4	-17.6	-3.5	104.0	0.2	14.0	38.2*	0.7	-0.7
CC(C)OP(=O)(OC(C)C)C(Nc1cccc(C(=O)O)c1)c1ccccc1 (stereo unspecified)	0.1	-0.1	0.5	0.8	103.0	-0.1	-8.4	7.6	0.1	-1.1
CC1(C)CN(c2ccccc2)C(=O)[C@H]1CC(=O)Nc1ccccc1	0.0	0.1	-8.8	-4.0	94.0	-1.7	0.5	3.1	1.3	-0.6
CC(=O)NC(CC(=O)OCC(=O)N1CCN(S(=O)(=O)c2ccc(C)cc2C)CC1)c1ccccc1 (stereo unspecified)	-0.6	0.3	-0.4	-0.6	96.0	-2.6	3.8	4.8	0.1	0.6
CN(C)c1ccc(-c2nc3cc(N)ccc3o2)cc1	-1.0	0.1	-19.0	6.1	102.0	2.9	10.1	6.9	-18.8	-1.1
Cc1ccc(C2C(C(=O)c3cccs3)=C(O)C(=O)N2c2nnc(C)s2)cc1 (stereo unspecified)	-0.3	0.0	2.0	1.6	92.0	7.6	9.7	-0.1	0.5	0.9
Cc1ccc(-n2ncc(C#N)c2/N=C/N2CCOCC2)cc1	-1.4	-0.2	3.3	-8.4	96.0	1.4	1.7	11.3	0.7	0.6

Entries above that bear a hit mark in MC4R antagonist:
compound	aDG glyco act	HTR2A ag	ABCB6 inh MLPCN	Granule exo inh	ABHD5 PLIN5 PPI	MC4R antagonist	N-glyco inh	MC4R ag barr
O=C(Cn1ncc(Cl)c(Cl)c1=O)NC(=O)NC1CCCCC1	-0.4	-3.5	104.0	0.2	14.0	38.2*	0.7	-0.7

Looked up above:
aDG glyco act, `Fc1ccc(Nc2nc(Oc3ccc4c(c3)OCO4)nc(N3CCOCC3)n2)c(F)c1` = 0.2
Cardio protect, `CC[n+]1c(/C=C/Nc2ccccc2)oc2ccc(OC)cc21` = -14.3
